Source: PubChem
hcGAS inh – inhibitors of human cGAS | recombinant h-cGAS, ATP depletion, Kinase-Glo luminescence | 290,000 tested, 0.081% active | AID 1259398 | Q8N884 | inhibition, % at 12.5 µM;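 note: 0% = vehicle reaction and 100% = reaction without DNA for no activity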
Target sequence (Q8N884 whole entry, looked up): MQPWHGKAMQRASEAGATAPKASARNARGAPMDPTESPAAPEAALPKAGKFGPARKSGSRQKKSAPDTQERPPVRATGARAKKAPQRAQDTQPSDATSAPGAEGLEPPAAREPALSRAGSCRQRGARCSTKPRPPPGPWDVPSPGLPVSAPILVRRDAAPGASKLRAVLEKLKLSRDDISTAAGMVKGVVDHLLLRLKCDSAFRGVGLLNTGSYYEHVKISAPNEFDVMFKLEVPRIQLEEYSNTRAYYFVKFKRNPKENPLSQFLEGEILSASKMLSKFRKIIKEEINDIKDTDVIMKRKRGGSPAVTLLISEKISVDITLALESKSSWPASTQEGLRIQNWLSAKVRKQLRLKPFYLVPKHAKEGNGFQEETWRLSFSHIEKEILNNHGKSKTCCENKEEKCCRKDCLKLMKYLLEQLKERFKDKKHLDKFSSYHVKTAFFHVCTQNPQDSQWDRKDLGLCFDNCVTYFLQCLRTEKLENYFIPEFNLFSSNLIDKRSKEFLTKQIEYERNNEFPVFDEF
NPYLR7 ag – activates Aedes aegypti NPYLR7 receptor; HEK293T NPYLR7/Galpha15, GCaMP6s calcium fluorescence; 270,000 tested, 0.15% active; activation, % at 10 µM; in the data active = activation above about 40%;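 note: 0% = vehicle and 100% = reference agonist at the receptor; some compounds past the cut are filed as inactive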
mcGAS inh – mouse cGAS inhibition by luminescence. Q8C6L5. recombinant cGAS, Kinase-Glo ATP depletion luminescence. inhibition, % at 12.5 µM. 160,000 tested, 0.15% active. AID 1259399;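 note: 0% = negative control wells and 100% = reference inhibitor with no enzyme activity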
An asterisk follows results filed as active; x = not tested or not shown; & = joins results of further samples. Cut-off read from the data, not from the text of the source, unless noted: active = inhibition above about 40%; inactive = the rest.

#1 COC(=O)c1cccc(C(=O)N2Cc3cnc(CC(C)C)nc3C2)c1
#2 CC(COc1ccccc1)NCc1ccc2c(c1)n(C)c(=O)n2C (stereo unspecified)
#3 CCOC(=O)C1CCCN(C(=O)c2cc(-c3ccc(OC)cc3OC)nn2-c2cc(C)ccc2C)C1 (stereo unspecified)
#4 CCC1(O)CCCN(c2nc(C)cc(C3CCC3)n2)C1 (stereo unspecified)
#5 CCc1nc(SCC(=O)N2Cc3cnc(-c4ccccc4)nc3C2)n[nH]1
#6 COc1ccc2c(C)c(CC(=O)N3CCn4cncc4C3)c(=O)oc2c1
compound no.,1,2,3,4,5,6
hcGAS inh,0,-5,-13,-1,-5,0
NPYLR7 ag,-3,2,-3,6,5,26
mcGAS inh,x,-11,-4,x,x,-18

#7 CSCCc1nc(CNC(=O)N(C)C)n(CC(F)(F)F)n1
#8 O=C(N[C@@H]1CCCCC1NC(=O)C1CCCN(S(=O)(=O)Cc2ccccc2)C1)c1ccccc1 (stereo partly specified)
#9 Cc1ccsc1CN(C)CCc1ccncc1
#10 COCCN(Cc1ccc(F)cc1)CC(O)Cc1ccccc1 (stereo unspecified)
#11 CC1CC(=O)c2cn3ncnc3nc2C1 (stereo unspecified)
#12 Cc1cccnc1CC(C)NC(=O)Cn1cnc2ccsc2c1=O (stereo unspecified)
compound no.,7,8,9,10,11,12
hcGAS inh,-8,-6,4,-5,-5,-4
NPYLR7 ag,x,x,-4,22,3,-5
mcGAS inh,-4,-11,x,-4,-7,x

#13 O=C(NC1(C(F)(F)F)CCC2(CC1)OCCO2)C1CCN(c2ncccn2)CC1
#14 COc1cc2c(cc1OC)CN(C1CCCN(Cc3nc(-c4ccccc4)no3)C1)CC2 (stereo unspecified)
#15 O=C(CSc1nc2c(c(=O)n1Cc1ccccc1)SCC2)N1CCCC1
#16 COc1ccc(CC(=O)Nc2c3c(nn2C(C)(C)C)CSC3)cc1
#17 CC[C@H]1CN(C(=O)c2cccnc2N2CCOCC2)CC[C@@]1(C)O
#18 Cc1ccc(C2(O)CCN(C(=O)COc3ccccc3)CC2)nc1
compound no.,13,14,15,16,17,18
hcGAS inh,-8,-7,-5,-4,-3,-6
NPYLR7 ag,12,-4,4,-2,14,0
mcGAS inh,x,-11,-7,-8,-7,-10

#19 CCOc1ncccc1C(=O)N1CCc2nc(C)n(C)c(=O)c2CC1
#20 Cc1cccn2c(CNCc3cnn(Cc4ccccc4)c3)c(C(=O)N3CCCCC3)nc12
#21 O=C(NCCC1CCCN(Cc2cccnc2)C1)c1ccccc1O (stereo unspecified)
#22 COCCN(CC(=O)N(CCc1ccc(OC)c(OC)c1)Cc1ccco1)C(=O)Nc1ccc(OC)cc1
#23 COC(=O)COC1C[C@](OCc2ccccc2C)(C(=O)NN2CCOCC2)C[C@H]2OC(C)(C)O[C@@H]12 (stereo partly specified)
#24 CC(=O)N1CCCC(c2nnc(CC(C)(C)C)o2)C1 (stereo unspecified)
compound no.,19,20,21,22,23,24
hcGAS inh,-9,-7,-3,-4,0,-5
NPYLR7 ag,x,10,-3,-7,5,-4
mcGAS inh,-12,x,-8,-6,-5,-8

#25 Cc1ccc(C2=NN(S(C)(=O)=O)C(c3ccc4nccnc4c3)C2)cc1 (stereo unspecified)
#26 CCOC(=O)c1oc2ccccc2c1CSc1nnc(C2CC2)n1Cc1ccco1
#27 COc1ccc(OC)c(C=C(C#N)C(N)=S)c1
#28 COc1ccc(CCS(=O)(=O)Nc2ccc3c(c2)C(=O)N(C)c2cc(C)ccc2O3)cc1
#29 CCCC12CN(C(=O)C(C)(C)CCCOc3cc(C)ccc3C)CC1C(=O)NC(=O)N2 (stereo unspecified)
#30 O=C(Nc1ccccc1N1CCCCC1)c1cccc(N2CCNC2=O)c1
compound no.,25,26,27,28,29,30
hcGAS inh,-5,2,10,-2,-4,-6
NPYLR7 ag,0,-8,0,8,-7,5
mcGAS inh,-9,x,11,x,-5,-11

#31 Clc1ccc(CN2CCc3c(cnn3-c3ccccn3)C2)s1
#32 COc1cc(NC(=S)NC(C)(C)CC(C)(C)C)cc(OC)c1
#33 O=C(Nc1ccc2c(c1)CN(C(=O)C1=CCCCC1)CC2)c1ccccc1Cl
#34 CCOC(=O)c1ccn(-c2ccc(NC(=O)CC(C)C)cc2)n1
#35 Cc1ccc(C2=CN3CCN=C3S2)cc1
#36 O=C(Nc1ccc2c(c1)OCO2)C(C1CCCC1)N1CCN(C(=O)c2ccc(Cl)cc2Cl)CC1 (stereo unspecified)
compound no.,31,32,33,34,35,36
hcGAS inh,-8,-7,-1,-3,-11,-5
NPYLR7 ag,0,-1,3,0,0,9
mcGAS inh,x,x,1,x,x,-6

#37 COC(=O)c1ccc(F)c(NCC(=O)N(C)C2CCS(=O)(=O)C2)c1 (stereo unspecified)
#38 C=CCNc1ccccc1C(=O)NCc1ccc2nonc2c1
#39 Nc1nc(CNC(=O)CCC(=O)NC2CCCCCC2)cs1
#40 CC(OC(=O)c1ccc[nH]c1=O)C(=O)Nc1cccc2ccccc12 (stereo unspecified)
#41 c1ccc2sc(N3CCOCC3)nc2c1
#42 CC(C)CCN(Cc1c(-c2ccccc2)noc1N(C)C(C)C)C(=S)Nc1ccc(F)cc1
compound no.,37,38,39,40,41,42
hcGAS inh,-6,-3,0,-2,-2,-5
NPYLR7 ag,0,24,-1,4,2,5
mcGAS inh,x,-11,-10,x,-2,-6

#43 COCCOCC(=O)Nc1cc(-c2onc3c2CCc2ccccc2-3)ccc1OC
#44 CCCC(=O)OCC(O)CN(Cc1cccn1Cc1ccccc1C)C1CCCCC1 (stereo unspecified)
#45 COc1ccc(-c2noc(-c3c(SC)nn(CC(=O)Nc4ccc(C(C)C)cc4)c3N)n2)cc1
#46 CCNC(=S)N(CCN(C)C)Cc1c(-c2ccccc2)noc1N1CCCCC1C (stereo unspecified)
#47 C=CCNc1nnc(SCc2nnc(-c3ccco3)o2)s1
#48 O=c1nc(SC/C=C/c2ccccc2)nc2ccccn12
compound no.,43,44,45,46,47,48
hcGAS inh,-3,-9,-1,-5,-4,-7
NPYLR7 ag,2,-3,1,12,6,2
mcGAS inh,-6,-3,-4,-6,x,-8

#49 CCc1ncc(CN2CCCn3nc(C(=O)Nc4ccccc4)cc3C2)cn1
#50 NC(CCCP(=O)(O)O)C(=O)O (stereo unspecified)
#51 CCC(CC)C(=O)N(CCN(C)C)Cc1cc(NC(=O)c2cccs2)ccc1N(C)C
#52 Cc1ccc(NC(=Nc2nc3c(c(=O)[nH]2)CCCC3)NC(=O)c2ccccc2)c(C)c1
#53 COC(=O)c1ccc(N=Cc2nc(-c3ccc(C)cc3)oc2O)cc1
#54 Cc1ccc(C2c3ccccc3CCN2C(=O)c2cccc3cc[nH]c23)cc1 (stereo unspecified)
compound no.,49,50,51,52,53,54
hcGAS inh,-1,-7,-5,-2,-5,-4
NPYLR7 ag,x,6,7,1,-1,19
mcGAS inh,0,-6,-6,x,x,-5

#55 O=C(NCCc1ccc(Cl)cc1Cl)c1cc2c(s1)-c1ccccc1OC2
#56 CC1(C(=O)Nc2ccc(F)cc2F)CCN1C(=O)Cc1ccccc1 (stereo unspecified)
#57 CC(O)CNCc1c(OCc2ccccc2F)ccc2ccccc12 (stereo unspecified)
#58 COc1ccc(CCNC(=O)NCC(c2ccsc2)N2CCCC2)cc1 (stereo unspecified)
#59 Cc1cc(C)c(S(N)(=O)=O)cc1C(=O)N1CC(C)C(N(C)C)C1 (stereo unspecified)
#60 COc1ccc(CCN(Cc2sccc2C)C(=O)CN(CC(C)C)C(=O)COc2ccccc2)cc1OC
compound no.,55,56,57,58,59,60
hcGAS inh,-6,3,-4,-4,-9&0,-6
NPYLR7 ag,4,-4,2,6,0,-5
mcGAS inh,-7,0,x,-5,-9,-6

Part of the list above with just NPYLR7 ag and mcGAS inh:
item | Compound | NPYLR7 ag | mcGAS inh
37 | COC(=O)c1ccc(F)c(NCC(=O)N(C)C2CCS(=O)(=O)C2)c1 (stereo unspecified) | 0 | x
38 | C=CCNc1ccccc1C(=O)NCc1ccc2nonc2c1 | 24 | -11
39 | Nc1nc(CNC(=O)CCC(=O)NC2CCCCCC2)cs1 | -1 | -10
40 | CC(OC(=O)c1ccc[nH]c1=O)C(=O)Nc1cccc2ccccc12 (stereo unspecified) | 4 | x

Later entries
#61 O=C(C(=O)N1CCCCC1)c1ccc(C2CCCCC2)cc1
#62 COc1ccc(CN(C)C(C)C(=O)NC2CCCC2)c2cccnc12 (stereo unspecified)
#63 Cc1c(C(=O)N2CCCC2)c(C(F)(F)F)nn1C1CCCN(C(C)C)C1 (stereo unspecified)
#64 C=CCn1c(SCc2ccc(C)cc2)nc2c1c(=O)n(C)c(=O)n2C
#65 Cc1nc(CCNC(=O)c2cc(COc3ccc4c(c3)CCCC4)on2)sc1C
#66 CCOC(=O)c1cc(C(=O)c2ccccc2)c(SC)n(C)c1=O
compound no.,61,62,63,64,65,66
hcGAS inh,-10,-1,-2,-3,-14&-6,6
NPYLR7 ag,-9,-2,10,1,16&-5,-1
mcGAS inh,-4,-5,x,-6,-13&-3,x

#67 O=C(CC1CNCCO1)N1CCN(C(=O)c2ccccc2)CC1 (stereo unspecified)
#68 CCOC(=O)c1cnc(-c2ccc(OC)cc2)nc1NCCC#N
#69 COc1ccc(-c2nn(-c3cccc(C)c3)c(OC(C)=O)c2-c2ccc(NC(=O)Nc3ccc(C)cc3)cc2)cc1OC
#70 Fc1ccccc1C1NCCc2cc3c(cc21)OCCO3 (stereo unspecified)
#71 CS(=O)(=O)c1ncc(CN2CCCCC2CO)n1Cc1ccccc1F (stereo unspecified)
#72 O=C(c1ccccc1OC(F)(F)F)N1CCN(c2nccc(-c3ccco3)n2)CC1
compound no.,67,68,69,70,71,72
hcGAS inh,-6,-3,-1,-8,-6,0
NPYLR7 ag,6,1,-3,0,1,1
mcGAS inh,x,1,-4,x,x,0

#73 O=C(CCN(Cc1ccco1)c1nc(-c2cccc(Br)c2)nc2ccccc12)Nc1ccccc1F
#74 Cn1nc2c(c1NC(=O)Cc1ccc(S(C)(=O)=O)cc1)CCC2
#75 COCCCN(CC(=O)N(CCc1c[nH]c2ccccc12)Cc1ccc(C(F)(F)F)cc1)C(=O)Nc1cccc(OC)c1
#76 Cc1ccsc1[C@@H]1CCN(C(=O)C(=O)c2ccco2)C[C@H]1O
#77 Cc1ccc2c(c1)c(C1CCN(C(=O)/C=C/c3ccc(OC(F)(F)F)cc3)CC1)cn2C
#78 CN(Cc1cc(Br)cc2cccnc12)Cc1ncnn1C
compound no.,73,74,75,76,77,78
hcGAS inh,-2,0,1,-3,-1,-4
NPYLR7 ag,23,16,8,22,20,-3
mcGAS inh,-5,x,-3,-8,-6,x

#79 Cc1ccc(-n2c(=O)[nH]c3c(C(N)=O)nc(-c4ccco4)nc32)cc1C
#80 COCCNC(=O)c1ccccc1NC(=O)c1cc(Cl)c2c(c1)OCCO2
#81 N#CC(C#N)=CC(=N)C(C#N)c1cc(O)c(O)c(O)c1 (stereo unspecified)
#82 Cc1cn2c3c(=O)n(Cc4ccccc4F)c(=O)n(C)c3nc2n1CC1CCCO1 (stereo unspecified)
#83 CC(C)NCc1nccn1Cc1ccccc1C(F)(F)F
#84 COc1ccc(CCNC(=O)NCC(c2ccsc2)N2CCN(C)CC2)cc1 (stereo unspecified)
compound no.,79,80,81,82,83,84
hcGAS inh,-10,-9,12,-7,2,-9
NPYLR7 ag,-7,6,7,3,-4,12
mcGAS inh,-5,x,51*,x,-3,-7

#85 COc1cccc(C(=O)NCc2n[nH]c(=S)n2-c2cccc(C)c2)c1
#86 CCCCOc1ccc(C(=O)Nc2cccc(-c3nc4ccccc4o3)c2)cc1
#87 O[C@@H]1CN(Cc2ccc(-c3ccn[nH]3)o2)CC[C@H]1c1ccc2c(c1)OCO2
#88 Cc1ccccc1Cn1cc(C(=O)NCc2cccs2)sc1=O
#89 CCCC(C(=O)N1CCc2c(nc(C)nc2N2CCCC2)C1)n1cccc1 (stereo unspecified)
#90 COc1ccc(C(=O)Nc2ccc(OC3CCN(C(=O)OC(C)(C)C)C3)cc2)c(OC)c1 (stereo unspecified)
compound no.,85,86,87,88,89,90
hcGAS inh,-6,2,-5,-8,4,-7
NPYLR7 ag,-5,-1,2,14,-3,-8
mcGAS inh,-7,2,0,x,x,-3

3 compounds from above, ordered by number of heavy atoms, falling.
#8 O=C(N[C@@H]1CCCCC1NC(=O)C1CCCN(S(=O)(=O)Cc2ccccc2)C1)c1ccccc1 (stereo partly specified)
#85 COc1cccc(C(=O)NCc2n[nH]c(=S)n2-c2cccc(C)c2)c1
#4 CCC1(O)CCCN(c2nc(C)cc(C3CCC3)n2)C1 (stereo unspecified)
compound no.,8,85,4
hcGAS inh,-6,-6,-1
NPYLR7 ag,x,-5,6
mcGAS inh,-11,-7,x

(listing goes on)
#91 CC1CCN(C(=O)c2cc(NC(=O)c3ccccc3)c(=O)n(C)c2)CC1
#92 CCCSc1ccc(C(=O)N2CCC(N3CCN(C)CC3)CC2)cn1
#93 CCCC12CN(C(=O)c3c(C)cc(C)c4c3CC(C)(C)C4=O)CC1C(=O)NC(=O)N2 (stereo unspecified)
#94 S=c1[nH]nc(C2CC2)n1-c1ccc(Cl)c(Cl)c1
compound no.,91,92,93,94
hcGAS inh,-4,-5,-4,-1
NPYLR7 ag,-1,7,-9,-8
mcGAS inh,-9,x,-2,x
